# BAZ2B inh = blocks human BAZ2B | Q9UIF8 | AlphaScreen BAZ2B-H3K14Ac peptide displacement | Potency, µM (top dose mostly 114 µM), for the others: at the highest dose activity change, negative = inhibition, most hits filed as inhibitors | 360,000 tested, 4.4% active | AID 504333; also: % is scaled to controls: 0 for no effect and ±100 for the full control effect; nearly all actives have a fitted effect of over 60% in size
#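 Multi-concentration screen (max 110 uM) measuring displacement of acetylated histone H3 peptide from BAZ2B by AlphaScreen, using 50 nM protein, 50 nM peptide and 10 ug/mL streptavidin donor plus Ni-chelate acceptor beads.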
# GLS inh = glutaminase GLS (human) inhibition; Potency, µM (top dose mostly 45.5 µM), for inactives: at the top dose activity change, negative = inhibition, usual class: inhibitors; 410,000 tested, 0.21% active; O94925; GLS enzymatic activity, qHTS titration; AID 624170; also: % is scaled to controls: 0 for no effect and ±100 for the full control effect
#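 Glutamate formation by hKGA was monitored fluorometrically using coupled glutamate oxidase, HRP and Amplex Red. Substrate was added as 1 mM L-glutamine solution; incubation was 30 min at RT after an initial read.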
# Tb PGK inh = T. brucei PGK inhibition; PGK/GAPDH coupled, Kinase-Glo luminescence, 60 min; Potency, µM (titrated, usually from 57.5 µM), for inactives: at the top dose activity change, negative = inhibition, usual class: inhibitors; 380,000 tested, 0.043% active; AID 602233; also: % is scaled to controls: 0 for no effect and ±100 for the full control effect; nearly all actives have a fitted effect of over 60% in size
#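 Recombinant glycosomal PGK reaction used 1,3-bisphosphoglycerate generated in-well by GAPDH (100nM final) in 100mM TEA pH 7.6, 5mM MgCl2, 0.01% Tween-20. After 60 minutes at room temperature, ATP was read by Kinase-Glo Plus luminescence end-point.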
# POLI inh = inhibitors of human DNA polymerase iota; Potency, µM (top dose mostly 115 µM), without a hit: at the highest dose activity, negative = inhibition, usual class: inhibitors; Pol iota fluorescent replication assay, 10 min; 390,000 tested, 1% active
#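 Pol iota at 10 nM preincubated 15 min with compounds at room temperature; reaction started with fluorescent substrate, 50 nM final. Fluorescence read kinetically at 0 and 10 min; buffer-only wells as negative control.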
# HP1b binding inh = blocks HP1-beta chromodomain binding to methylated histone tails; Potency, µM (series often up to 114 µM), for the others: top-dose activity change, negative = inhibition, most hits filed as inhibitors; AlphaScreen HP1-beta / biotin-H3K9me3 peptide binding; 390,000 tested, 0.56% active; P83916; AID 540317; also: nearly all actives have a fitted effect of over 70% in size; inactives centre near 23
#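 AlphaScreen: HP1-beta (50 nM) preformed 30 min with biotin-H3(1-18)K9me3 peptide (50 nM) in PBS pH 7.4, 0.01% Tween-20. Compound added for 30 min at RT, then streptavidin donor/nickel chelate acceptor beads (10 ug/mL) for 30 min.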
# JMJD2A Tudor = inhibitors of human JMJD2A Tudor domain; O75164; AlphaScreen JMJD2A-Tudor / H3K4me3 peptide binding; Potency, µM (doses to about 114 µM), inactives show at the highest dose activity change, negative = inhibition, hits mostly inhibitors; 390,000 tested, 4.4% active; also: % is scaled to controls: 0 for no effect and ±100 for the full control effect; nearly all actives have a fitted effect of over 50% in size
# Target sequence (O75164 whole entry, looked up, the tested form may be a part): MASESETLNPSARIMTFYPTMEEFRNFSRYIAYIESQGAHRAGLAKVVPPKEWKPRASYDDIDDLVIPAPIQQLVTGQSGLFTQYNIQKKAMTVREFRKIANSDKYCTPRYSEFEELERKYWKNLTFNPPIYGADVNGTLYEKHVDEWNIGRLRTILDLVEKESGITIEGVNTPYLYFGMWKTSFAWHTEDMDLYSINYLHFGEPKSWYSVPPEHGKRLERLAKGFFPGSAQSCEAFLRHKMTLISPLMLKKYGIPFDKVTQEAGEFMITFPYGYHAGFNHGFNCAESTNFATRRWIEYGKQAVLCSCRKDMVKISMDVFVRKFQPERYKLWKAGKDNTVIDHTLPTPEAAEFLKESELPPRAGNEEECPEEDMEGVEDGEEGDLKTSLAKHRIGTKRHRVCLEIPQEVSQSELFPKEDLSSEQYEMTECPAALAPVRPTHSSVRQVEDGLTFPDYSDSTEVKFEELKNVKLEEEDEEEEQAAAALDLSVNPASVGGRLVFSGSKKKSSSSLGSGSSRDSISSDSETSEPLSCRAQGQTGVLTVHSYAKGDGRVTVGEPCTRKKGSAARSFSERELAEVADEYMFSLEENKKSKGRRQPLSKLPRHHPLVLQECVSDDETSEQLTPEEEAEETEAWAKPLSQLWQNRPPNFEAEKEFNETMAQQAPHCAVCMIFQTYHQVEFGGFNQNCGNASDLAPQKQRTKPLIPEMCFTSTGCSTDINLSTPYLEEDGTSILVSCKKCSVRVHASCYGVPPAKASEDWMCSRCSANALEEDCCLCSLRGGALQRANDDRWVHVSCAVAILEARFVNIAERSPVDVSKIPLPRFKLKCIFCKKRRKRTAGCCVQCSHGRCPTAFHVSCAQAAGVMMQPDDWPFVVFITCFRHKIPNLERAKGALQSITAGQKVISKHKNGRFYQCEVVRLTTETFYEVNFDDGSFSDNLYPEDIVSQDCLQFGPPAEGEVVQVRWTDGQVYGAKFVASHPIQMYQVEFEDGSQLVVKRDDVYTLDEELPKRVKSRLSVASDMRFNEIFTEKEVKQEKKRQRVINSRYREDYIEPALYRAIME
# G9a block = blocks human histone lysine methyltransferase G9a | G9a H3K9 monomethylation, AlphaScreen, 2 h | Q96KQ7 | AID 504332 | 350,000 tested, 8.8% active | Potency, µM (highest dose often 102 µM), without a hit: at the highest dose activity, negative = inhibition, hits mostly inhibitors; also: % is scaled to controls: 0 for no effect and ±100 for the full control effect; nearly all actives have a fitted effect of over 75% in size
#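 Signal arises when biotinylated H3K9 peptide, once monomethylated, bridges streptavidin donor and antibody-captured acceptor beads. Enzyme at 20 nM was preincubated 15 min with test compounds; peptide 500 nM and SAM 20 uM then reacted for 2 h.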
# BLM helicase inh = inhibitors of human Bloom syndrome helicase BLM; recombinant BLM DNA unwinding, fluorescence dequenching; Potency, µM (series often up to 56.1 µM), without a hit: at the top dose activity change, negative = inhibition, hits mostly inhibitors; 350,000 tested, 0.2% active; P54132;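 also: plate controls were vehicle for no effect and no enzyme for full effect; nearly all actives have a fitted effect of over 35% in size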
# Pin1 inh = human Pin1 inhibition. Q13526. Pin1 FP peptide displacement, HiFluor488, 10 min. Potency, µM (series often up to 115 µM), for inactives: top-dose activity, negative = inhibition, actives largely listed as inhibitors. 390,000 tested, 0.009% active. AID 504891; active = well fitted inhibition curve with a large enough effect in the polarisation, with a control signal flat, not every such curve was filed as active; inconclusive = small, poorly fitted or top-dose-only effect, or effect the other way, or a change in a side signal; inactive = no such curve, though single readings can be large or run the other way; the % refers to the polarisation; also: % is scaled to controls: 0 for no effect and ±100 for the full control effect
# The depositor's hits bear a star; i = inactive; u = inconclusive; x = no result given; [ ] = remark or other dose. Unless noted, calls follow the shape of the dose curve; as a rule, active = well fitted curve in the direction sought with a large enough effect; inconclusive = small, poorly fitted or top-dose-only effect, or another doubt; inactive = no such curve, though single readings can be large; an effect the other way counts as inactive or inconclusive. Potency is read from the fitted curve at half-maximal effect. An excerpt (hit frequency here may not be typical).
BAZ2B inh	GLS inh	Tb PGK inh	POLI inh	HP1b binding inh	JMJD2A Tudor	G9a block	BLM helicase inh	Pin1 inh	SMILES
28µM*	-3%	-8%	-12%	u	56µM*	14µM*	-14%	-3%	Cc1ccc(/C=N/c2sc3c(c2C#N)CCCCC3)o1
-3%	17%	2%	50%[activator]	36%	33%	13%	-2%	u	Cc1ccccc1C(=O)Nc1ccc(N2CCOCC2)nc1
2%	-15%	4%	5%	38%	-10%	14%	-12%	-4%	COC(C)(C)[C@H](O)COc1c2ccoc2cc2oc(=O)ccc12
1%	15%	-6%	71%[activator]	12%[57 µM]	-14%	22%[59 µM]	2%	11%	COc1ccccc1N(CC(=O)N1CCCC1)S(=O)(=O)c1ccc(C)cc1
1%	1%	i	20%	45%[activator]	0%	-3%[59 µM]	-4%	-8%	Cc1ccc2c(c1)N(C(=O)N1CCC(C(=O)NCc3ccccc3C)CC1)CC(C)O2 (stereo unspecified)
-1%	6%	-9%	-14%	42%[activator]	-19%	-4%[59 µM]	-6%	7%	C=CCOC(=O)C1=C[C@@H](c2ccccc2)C[C@@H](OCc2ccc(CO)cc2)O1
x	x	x	1%	19%	5%	x	3%	-1%	C=C1CCN(C(CC(C)C)C(=O)NN2CCOCC2)S(=O)(=O)c2ccccc21 (stereo unspecified)
8%	1%	-10%	150%[activator]	14%	-6%	u	0%	-13%	Cc1ccc(C)c(S(=O)(=O)NCc2ccc3c(c2)OCO3)c1
-5%	-13%	-2%	36%[activator]	20%[57 µM]	-17%	7%[59 µM]	-7%	10%	COC(=O)c1ccc2c(c1)N(Cc1ccc(Cl)cc1)C(=O)c1ccccc1S2
-3%	-1%	-9%	-13%[58.9 µM]	13%	-3%	9%[59 µM]	4%	u	Cc1nc(-c2cccc(NC(=O)c3cccs3)c2)cs1
7%	5%	2%	-1%	22%	-5%	u	x	-1%	CNC(=O)c1ccc(NC(=O)c2cc(S(=O)(=O)N(C)C)ccc2N2CCCC2)cc1
-1%	2%	-4%	2%	40%[activator]	4%	2%[59 µM]	-3%	2%	Cc1ccc(N2CC(NC(=O)Cc3ccc(F)cc3)CC2=O)cc1 (stereo unspecified)
-10%	-7%	4%	14%	47%[activator]	-6%	-34%[59 µM]	-5%	23%	COc1cc(-c2noc(-c3ccc(N4CCCC4)c([N+](=O)[O-])c3)n2)cc(OC)c1OC
50µM*	-4%	2%	-15%	7%[57 µM]	u	-5%	-7%	u	O=C(C(=O)N1CCN(c2ccccc2Cl)CC1)c1c[nH]c2ccccc12
-6%	-6%	-5%	-16%	61%[activator]	2%	-48%	1%	2%	c1ccc(-c2noc(C34CC5CC(CC(C5)C3)C4)n2)nc1
79%[activator]	-6%	i	-3%	122%[activator]	57%[activator]	158%[activator]	-6%	3%	CCOc1ccccc1NC(=O)COC(=O)C(CC)c1ccccc1 (stereo unspecified)
7.9µM*	16%	-1%	-12%	27%	18µM*	6%[59 µM]	-13%	u	COC(=O)Cc1cc(=O)n(-c2nc3ccccc3[nH]2)[nH]1
-15%	-10%	i	15%	-18%	u	-26%[59 µM]	-2%	-16%	Cc1ccc(CN(Cc2ccco2)C(=O)c2ccc(Cl)cc2)o1
14%	-20%	-4%	-3%	71%[activator]	-23%	u	x	-6%	CC(C)CN(C(=O)COc1ccc([N+](=O)[O-])cc1)c1c(N)n(CC(C)C)c(=O)[nH]c1=O
-25%	16%	-5%	1%	12%	-21%	13%[12.7 µM]	x	32%[activator]	COc1ccc(CNC(=O)COc2ccccc2C(=O)c2cnn(-c3ccccc3)c2)cc1OC
1%	-1%	-1%	1%	33%	-11%	-20%[12.7 µM]	x	8%	N#CCCN(C(=O)COC(=O)c1ccc(S(=O)(=O)N2CCCC2)cc1)c1cccc(Cl)c1
-12%	2%	i	-3%	23%	-17%	9%[0.0925 µM]	-9%	14%	O=C(N/N=C\c1ccc(Sc2ccccn2)o1)c1cccc(Br)c1
-7%	-1%	9%	25%	60%[activator]	-1%	19%[59 µM]	0%	10%	O=C(O)CSCCCC(=O)Nc1ccc(Br)cc1
x	2%	-8%	-23%	32%[activator]	-3%	x	x	0%	CCC1Oc2ccccc2N(CC(=O)NCCCN2CCOCC2)C1=O (stereo unspecified)
-16%	-4%	0%	u	34%	-13%	4%[59 µM]	-7%	25%	Cc1ccc(OCC(=O)OCc2cc(=O)n3nc(-c4cccs4)sc3n2)cc1C
-36%	-1%	-10%	25%	36%	-3%	18µM*	-2%	-2%	Cc1ccc(CSc2ccc(-c3ccco3)nn2)cc1
2%	-9%	-4%	8%	23%	0%	4%[59 µM]	-2%	-8%	O=C(C1CC1)N1CCc2cc(Br)cc(S(=O)(=O)N3CCN(c4cccc(Cl)c4)CC3)c21
-18%	6%	-7%	-4%	36%	-6%	-25%[59 µM]	-2%	4%	O=C(Nc1cccc(C(F)(F)F)c1)c1cc2nc(-c3ccco3)cc(C(F)(F)Cl)n2n1
1%	2%	2%	u	67%[activator]	-8%[11.4 µM]	-13%[59 µM]	-2%	u	O=c1c[n+]([O-])c2ccccc2n1OCc1c(F)cccc1F
-15%	-3%	-3%	2%	55%[activator]	-3%	-1%[59 µM]	-2%	0%	Cc1cc2nc(-c3cccc(NC(=O)CSc4ccc(Cl)cc4)c3)oc2cc1C
6%	-8%	8%	-11%	42%[activator]	2%	16%[12.7 µM]	x	-7%	CN1CCC(N(C)C(=O)c2cccc(S(=O)(=O)N3CCOCC3)c2)CC1
u	-9%	0%	26%	-5%	-35%	29%[12.7 µM]	-8%	9%	N/C(Cc1ccc([N+](=O)[O-])cc1)=N\OC(=O)COc1cccc2ccccc12
-6%	3%	-1%	-3%	62%[activator]	3%	35µM*	1%	-3%	Cc1cc(C)c2c(N)c(C(=O)c3ccc(Br)cc3)oc2n1
-1%	2%	-2%	24%	32%[activator]	-6%	-7%[59 µM]	-2%	-9%	COCC(=O)Nc1c(C(=O)Nc2ccc(C)cc2)oc2ccccc12
-5%	-8%	-12%	u	22%	-5%	7.9µM*	x	2%	O=C(COC(=O)/C=C/c1ccco1)NCc1ccc(Cl)cc1
-28%	8%	-2%	79µM*	12%	-33%	-10%[59 µM]	-11%	2%	O=C(Nc1nc2c(s1)CCCC2)c1ccc(Br)s1
-2%	-3%	9%	13%	-12%	7%	u	3%	64%[activator]	O=C(CSc1nc2ccc(NC(=O)CSc3nnnn3Cc3ccccc3)cc2s1)Nc1ccccc1
x	-3%	-10%	54%[activator]	u	u	u	-6%	-5%	COc1ccc(O)c(/C=N/N=C2/C(=O)Nc3ccccc32)c1
1%	4%	9%	31%[activator]	28%	-1%	-6%[59 µM]	1%	-4%	COc1ccc(C(O)c2nc3ccccc3n2C)cc1OC (stereo unspecified)
-7%	-7%	2%	4%	11%	-20%	-47%[59 µM]	-7%	2%	COc1ccc(OC)c(-c2cc(C(=O)Nc3c(C)nn(Cc4ccccc4)c3C)no2)c1
-12%	2%	i	u	-19%	-23%	-7%[12.7 µM]	0%	u	COc1cccc(-c2nn(C)c3sc(C(=O)NCc4ccco4)cc23)c1
-32%	3%	-4%	107%[activator]	-17%	-34%	45µM*	-9%	-2%	COCC(C)n1c(C)cc(C(=O)Cn2nc(C(=O)O)c3ccccc3c2=O)c1C (stereo unspecified)
40µM*	-1%	3%	59%[activator]	u	u	u	-7%	-7%	Cc1nc(N2CCCCC2)sc1C(=O)c1cccc([N+](=O)[O-])c1
u	10%	1%	-9%	5%	-2%	-7%[59 µM]	-11%	21%	Cc1ccc(/C=N/NC(=O)CSc2nc3ccccc3n2Cc2ccc(Cl)cc2)o1
-16%	-6%	0%	-30%	26%	-7%	u	-5%	0%	CNC(=O)c1c[nH]c2ccc(S(=O)(=O)Nc3ccccc3F)cc2c1=O
0%	0%	1%	25%	19%	4%	x	2%	6%	Cn1c(=O)c2c(SCC(=O)N3CCCCC3)nc(-c3ccccc3F)nc2n(C)c1=O
-5%	-2%	i	11%	53%	3%	17%[12.7 µM]	x	0%	Cc1ccc(C(=O)OCC(=O)N2CCC(c3ccccc3)=N2)c(C)c1
-2%	1%	i	4%	12%	-22%	11%[59 µM]	-1%	-1%	Cc1ccccc1Cn1ccc(-c2ccc(Cl)cc2)c(C#N)c1=O
-3%	23%	-2%[11.5 µM]	11%	6%	-27%	45µM*	0%	-5%	COc1ccc(C(=O)NC(=S)NCCO)cc1Br
5%	1%	-1%	70%[activator]	24%	1%	x	-4%	4%	COCCNc1nc2c(c(=O)[nH]c(=O)n2C)n1CCCc1ccccc1
u	3%	-7%	1%	6%	-36%	u	-11%	12%	O=C1N=C(N2CCc3ccccc3C2)S/C1=C\c1cccc(O)c1
-7%	11%	i	12%	u	u	10µM*	x	-1%	CCN1CCN(c2ccc(S(=O)(=O)N3CCCCC3)cc2NC(=O)c2ccc([N+](=O)[O-])s2)CC1
7%	6%	-5%	19%	31%	-12%	u	-3%	6%	COc1ccc(C(=O)NCC(=O)OCC(=O)N2CC(C)CC(C)C2)cc1 (stereo unspecified)
-3%	-14%	-5%	21%	28%	20µM*	8.9µM*	1%	1%	Cc1cc(-c2n[nH]c(=S)n2Cc2ccco2)n(C)n1
-14%	-6%	0%	16%	29%	6%	13%	1%	-15%	CCN(CC)S(=O)(=O)c1cccc(N2CC(O)=C(c3ccccc3)C2=N)c1

# From PubChem BioAssay
